Pf growth 48h = P. falciparum growth inhibition at 48 hours (one generation). P. falciparum luciferase growth in erythrocytes, 48 h. Potency, µM (top dose mostly 28.7 µM), for inactives: at the highest dose activity change, negative = inhibition, actives largely listed as inhibitors. 310,000 tested, 5.9% active. AID 504832; note: potency is the fitted concentration of half-maximal effect; % is set by controls: 0 for no effect and ±100 for the full control effect
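In quantitative HTS format, infected erythrocytes bearing luciferase-reporter parasites were treated for a single generation at 37 C. Luminescence after adding detection reagent served as the growth measure.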
Shiga toxin inh = Shiga toxin inhibition. Vero cells, Shiga toxin protein synthesis inhibition reporter. inhibition, % at 38.7 µM. 290,000 tested, 9.2% active; in the data active = inhibition mostly above about 28%, no sharp cut-off; inactive = mostly below about 43%; note: 0% is about no effect
Giardia FBPA inh = Giardia lamblia aldolase inhibition; Potency, µM (doses to about 59.6 µM), without a hit: top-dose activity, negative = inhibition, usual class: inhibitors; AID 2451; A8B2U2; 290,000 tested, 0.71% active; purified Giardia FBPA; note: potency is the fitted concentration of half-maximal effect; % is set by controls: 0 for no effect and ±100 for the full control effect; nearly all actives have a fitted effect of over 55% in size
Target sequence (A8B2U2 whole entry, looked up): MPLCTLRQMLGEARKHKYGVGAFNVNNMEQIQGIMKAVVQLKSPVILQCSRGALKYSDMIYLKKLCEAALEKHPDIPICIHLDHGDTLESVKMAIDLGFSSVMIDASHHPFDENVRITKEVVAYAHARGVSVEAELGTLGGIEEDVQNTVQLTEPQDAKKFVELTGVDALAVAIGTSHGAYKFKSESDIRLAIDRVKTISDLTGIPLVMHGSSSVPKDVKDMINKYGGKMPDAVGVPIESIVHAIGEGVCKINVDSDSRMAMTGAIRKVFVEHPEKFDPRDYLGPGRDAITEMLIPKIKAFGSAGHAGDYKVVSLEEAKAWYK
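40 nM FBPA preincubated 10 min at RT with compound (up to 57.5 uM final), then substrate plus GAPDH/TPI/NAD/arsenate coupling and diaphorase/resazurin added. Fluorescence read after 20 min at RT, 525/598 nm.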
CHX counter = affects cycloheximide protein synthesis inhibition readout, counter-screen; cell reporter, cycloheximide protein synthesis inhibition counterscreen; max response, %; 300,000 tested, 12% active; in the data active = max response mostly above about 13%, no sharp cut-off; inactive = mostly below about 14%; note: read at 38.3 µM for the half of the compounds with a filed dose; 0% is about no effect
Pf growth 96h = P. falciparum growth inhibition at 96 hour, primary screen for plastid delayed-death inhibitors | P. falciparum luciferase reporter growth, 96 h | Potency, µM (top dose mostly 28.7 µM), without a hit: at the top dose activity change, negative = inhibition, actives largely listed as inhibitors | 320,000 tested, 6.9% active | AID 504834; note: potency is the fitted concentration of half-maximal effect; % is set by controls: 0 for no effect and ±100 for the full control effect
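Parasite growth measured via integrated firefly luciferase reporter in P. falciparum. Infected erythrocytes at 2% hematocrit, 0.05% parasitemia final were treated 96 hours at 37 C under 5% CO2, and luminescence was read.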
Sm TGR inh = inhibitors of Schistosoma mansoni thioredoxin glutathione reductase; Q962Y6; purified TGR, DTNB reduction, TNB absorbance 405 nm; Potency, µM (series often up to 114 µM), inactives show at the highest dose activity change, negative = inhibition, most hits filed as inhibitors; 360,000 tested, 3% active; note: potency is the fitted concentration of half-maximal effect; % is set by controls: 0 for no effect and ±100 for the full control effect; nearly all actives have a fitted effect of over 60% in size
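TGR 20 nM + NADPH 100 uM (dispensed conc.), cpd preinc 15 min RT; start with NADPH (500 uM addition) then DTNB (15 mM addition). Kinetic TNB absorbance, 405 nm filter. Four-parameter Hill fit across titration.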
Starred values were filed as active, the others as inactive; ? = inconclusive; . = not tested or not shown; [ ] = another dose, or the depositor's remark. Unless noted, calls come from the whole dose curve; as a rule, active = well fitted curve in the direction sought with a large enough effect; inconclusive = small, poorly fitted or top-dose-only effect, or another doubt; inactive = no such curve, though single readings can be large; an effect the other way counts as inactive or inconclusive. Compounds were not picked by outcome, and some 24% of all compounds hit somewhere here.

1) CCSc1nnc(Cn2c(=O)sc3ccccc32)n1-c1ccccc1C
2) CCn1c2ccccc2c2cc(NC(=O)c3ccc(=O)oc3)ccc21
3) COCCNC(=S)N(CCc1c(C)[nH]c2ccc(OC)cc12)Cc1cccnc1
4) Cc1cccnc1Nc1nc(-c2ccc(O)cc2)cs1
5) CCOc1ccc(N2Nc3n[nH]c(N)c3N2)cc1
6) CCCCS(=O)(=O)Nc1ccc(C(=O)NCC2CCCO2)cc1 (stereo not drawn)
7) CC(=O)Nc1ccc(S(=O)(=O)NC2(C(F)(F)F)C(=O)NC(C)=C2C#N)cc1 (stereo not drawn)
8) COC(=O)CNC(=O)CNC(=O)c1nn(-c2ccc(OC)c(Cl)c2)c(=O)c2ccccc12

assay / entry	1	2	3	4	5	6	7	8
Pf growth 48h	-10%	28%	?	154%[activator]	181%[activator]	-11%	12%	7%
Shiga toxin inh	-7	2	17	157*	50*	-16	3	-12
Giardia FBPA inh	6%	1%	-3%	-14%	-6%	6%	-9%	3%
CHX counter	-2	3	11	50*	25*	0	-2	-1
Pf growth 96h	21%	-1%	93%[activator]	.	243%[activator]	-8%	19%	-3%
Sm TGR inh	3%	-6%	-30%	0%	-15%	-5%	40µM*	8%

9) Cc1ccc(O)c(NC(=S)NC(=O)Cc2ccc(Cl)cc2)c1
10) CCCN1CCN(CCCNC(=O)Cn2nc(-c3ccc(C)cc3)ccc2=O)CC1
11) CCCCOc1ccc(C(=O)N(Cc2ccco2)C2CCS(=O)(=O)C2)cc1 (stereo not drawn)
12) CCOCCCN1C(=O)C(=O)N(CC(=O)N2c3ccccc3NC(=O)CC2C)C1=O (stereo not drawn)
13) Nc1ncc2c(n1)-c1ccoc1CC2
14) O=C(O)c1[nH]c2ccc(Cl)cc2c1CCN1C(=O)c2ccccc2C1=O
15) CC(C)(CO)NCc1cccs1
16) CC(=O)Nc1cccc(CNCc2cccc(NC(C)=O)c2)c1

assay / entry	9	10	11	12	13	14	15	16
Pf growth 48h	-15%	?	12%	-21%	-9%	0%	0%	-4%
Shiga toxin inh	.	-9	-13	.	-9	0	7	-6
Giardia FBPA inh	7%	3%	8%	.	9%	6%	-7%	5%
CHX counter	-5	7	-1	.	9	1	-2	-4
Pf growth 96h	-100%	14%	-16%	-6%	-2%	?	-4%	-24%
Sm TGR inh	0%	9%	-14%	3%	0%	4%	41%[activator]	1%

17) COc1cc2c(cc1OC)C(C)=NCC2
18) Cc1ccc(C(=O)Oc2ccc(-c3nccc(-c4ccccn4)n3)cc2)cc1
19) O=C(Cc1ccccc1)NNC(=O)Nc1ccccc1
20) C=C(C)CN(CC)C(=O)c1ccc(OC2CCN(S(=O)(=O)N(C)C)CC2)cc1
21) CC1CN=C(NCc2ccncc2)S1 (stereo not drawn)
22) CC(OC(=O)c1ccc(Cl)nc1)C(=O)NCc1ccc2c(c1)OCO2 (stereo not drawn)
23) COc1ccc(CN2CCNC(=O)C2CC(=O)NCCCC2CCCC2)c(C)c1C (stereo not drawn)
24) CC(=O)NCc1c(Cl)cccc1-n1cccc1

assay / entry	17	18	19	20	21	22	23	24
Pf growth 48h	10%	26%	7%	0%	14%	8%	-1%	-5%
Shiga toxin inh	-14	6	40	55*	-28	.	16	-7
Giardia FBPA inh	3%	2%	4%	-3%	0%	.	-22%	6%
CHX counter	-1	-2	-3	38*	-1	.	-1	-1
Pf growth 96h	14%	?	21%	4.1µM*	-12%	2%	4%	-13%
Sm TGR inh	8%	1%	7%	-13%	3%	2%	-2%	-11%

25) Cn1cnnc1SCC(=O)c1cccc([N+](=O)[O-])c1
26) COC(=O)/C=C1\NCCSC1=O
27) COCCn1cc(C(=O)N2CCC3(CC2)OCCO3)c2c3ccccc3n(C)c2c1=O
28) O=C(OC(C(=O)c1c[nH]c2ccccc12)c1ccccc1)c1cnccn1 (stereo not drawn)
29) Nc1ccc(C(=O)c2cccs2)cn1
30) CCCn1c(SCC(=O)NCC)nc2sc3c(c2c1=O)CCC3
31) Cc1ccc(CNC(=O)COc2ccc(C)nc2[N+](=O)[O-])cc1
32) Cc1ccc(NC(=O)/C=C\C(=O)NCC(=O)O)cc1C

assay / entry	25	26	27	28	29	30	31	32
Pf growth 48h	-2%	-3%	20%	-4%	50%[activator]	-8%	36%[activator]	-12%
Shiga toxin inh	-4	34	-17	-5	-5	-6	-9	-3
Giardia FBPA inh	-12%	0%	7%	-10%	-1%	4%	16%	8%
CHX counter	-6	-2	-1	9	0	-5	-3	-2
Pf growth 96h	-8%	5%[5.75 µM]	79%[activator]	?	46%[activator]	-24%	51%[activator]	30%[activator]
Sm TGR inh	-13%	4%	0%	11%	4%	-1%	-19%	1.8µM*

33) Nc1c2c(nc3ccccc13)N(c1ccccc1)CC2
34) COC(=O)Cn1cnc2scc(-c3ccc(C)cc3)c2c1=O
35) CCNc1nc(SCC(=O)OC)nc(N2CCOCC2)n1
36) COc1cccc(N2CC(O)=C(c3ccccc3)C2=N)c1
37) O=C(/C=C/c1ccc(Cl)cc1)Nc1ccc(CN2CCOCC2)cc1
38) CN(Cc1nc2ccccc2c(=O)[nH]1)C(=O)c1ccc(NC(=O)CSc2nnnn2C)cc1
39) Nc1nc(-c2ccccc2)cs1
40) COc1ccc(-n2c(N)cc(=O)[nH]c2=O)cc1

assay / entry	33	34	35	36	37	38	39	40
Pf growth 48h	0%	-14%	-5%	-9%	?	-10%	.	12%
Shiga toxin inh	7	7	-8	-10	-5	.	35*	-6
Giardia FBPA inh	?	6%	1%	1%	1%	.	-1%	4%
CHX counter	7	5	-3	-2	2	.	29*	-1
Pf growth 96h	?	240%[activator]	35%[activator]	0%	?	-23%	124%[activator]	22%
Sm TGR inh	-9%	-3%	1%	-1%	4%	-4%	-12%	9%

41) Cc1ccc(S(=O)(=O)Oc2cccc(/C=N/n3cnnc3)c2)cc1
42) CC1=NN(C(C#N)c2ccc(F)cc2)C(c2ccccc2)C1 (stereo not drawn)
43) COc1cc(/C=C/C(=O)O)cc(S(=O)(=O)Nc2cccc(S(=O)(=O)N3CCOCC3)c2)c1OC
44) COc1ccc(N2CCN(c3nc(C)c(C)c(=O)[nH]3)CC2)cc1
45) Cc1cc([N+](=O)[O-])ccc1NC(=O)c1cc2ccccc2o1
46) COc1ccc(NC(=O)CCCNC(=O)Cn2cnc3sc4c(c3c2=O)CCCC4)cc1OC
47) COC(=O)Cn1c(=NC(=O)C(C)C)sc2c(C)cc(C)cc21
48) Cc1ccc(F)cc1NC(=O)CN1CCN(c2ccccn2)CC1

assay / entry	41	42	43	44	45	46	47	48
Pf growth 48h	35%[activator]	-27%	-10%	2%	107%[activator]	-5%	8%	?
Shiga toxin inh	21	31	-8	.	168*	-16	1	-8
Giardia FBPA inh	-24%	-13%	-1%	-15%	-8%	-4%	-1%	0%
CHX counter	10	4	-4	1	30*	-2	-3	-6
Pf growth 96h	101%[activator]	15µM*	20%	6%	9%	-8%	34%[activator]	?
Sm TGR inh	-9%	0%	1%	4%	6%	8%	-3%	8%

49) Cc1cccc(C)c1NC(=O)CNC(=O)Cc1ccc(Br)cc1
50) CCOc1ccc(Nc2nc(Cl)nc(N3CCN(c4ccc(OC)cc4)CC3)n2)cc1
51) CCC(=O)N1CCCc2cc(S(=O)(=O)N3CCCc4ccccc43)ccc21
52) Cc1cc(C)n(Cc2ccc(Cl)c(Cl)c2)c(=O)c1S(=O)(=O)c1ccccc1
53) O=C(Nc1ccc(N2CCN(C(=O)c3ccc(Cl)cc3)CC2)cc1)c1cccnc1
54) CCOC(=O)N1CCN(C(=O)COC(=O)c2ccc([N+](=O)[O-])cc2Cl)CC1
55) CN(C)c1ccccc1C(=O)c1ccccc1N(C)C
56) Oc1ccc(CNc2ccccc2O)cc1

assay / entry	49	50	51	52	53	54	55	56
Pf growth 48h	2%	?	?	-20%	-17%	26%	67%[activator]	.
Shiga toxin inh	-5	-2	10	-2	-12	.	86*	120*
Giardia FBPA inh	-1%	-1%	1%	0%	-9%	.	-2%	?
CHX counter	-2	1	18	-7	-2	.	28*	36*
Pf growth 96h	20%	?	-7%	-6%	?	14%	.	?
Sm TGR inh	4%	4%	6%	-2%	1%	0%	-12%	20µM*

57) CN(C)c1ccc(NC(=O)CN2CCC(N3CCCCC3)CC2)cc1
58) COc1ccc(C(=O)NC2CC3CCCC(C2)N3CC(C)C)cc1 (stereo not drawn)
59) CC(C)CN1CCC(=O)N(CCC#N)CC1
60) Cc1ccccc1-c1nnn(CC(=O)N2CCN(S(=O)(=O)c3ccc(Cl)cc3)CC2)n1
61) COC(=O)c1ccc2ncccc2c1
62) COc1cc(/C=C2/C(=O)NC(=O)N(c3ccc(C)cc3)C2=O)cc(OC)c1OC
63) CCOc1ccc(/C(O)=C2/C(=O)C(=O)N(CC3CCCO3)C2c2ccco2)cc1 (stereo not drawn)
64) Cc1ccc(N2CN=c3s/c(=C\c4cccnc4)c(=O)n3C2)cc1
65) NC(=O)C1CCN(C(=O)c2cccc(S(=O)(=O)N3CCc4ccccc4C3)c2)CC1
66) CN(CCCNC(=O)c1cccn2c(=O)c3ccccc3nc12)Cc1ccccc1

assay / entry	57	58	59	60	61	62	63	64	65	66
Pf growth 48h	.	-5%	30%[activator]	.	9%	2%	-2%	?	12%	?
Shiga toxin inh	8	-7	9	-9	27	67*	42*	28	13	-6
Giardia FBPA inh	?	-2%	-2%	2%	0%	-11%	12%	-3%	4%	-3%
CHX counter	-2	-1	-3	-6	10	27*	15*	20*	3	-3
Pf growth 96h	38%[activator]	-11%	4%	?	-24%	3%	0%	40%[activator]	28%	?
Sm TGR inh	-27%	-21%	5%	3%	-5%	?	-15%	3%	7%	-35%

Source: PubChem BioAssay (National Center for Advancing Translational Sciences (NCATS))
